AMA1-RON2 inh: disrupts binding of P. falciparum AMA1 to RON2; AID 720542; Potency, µM (titrated, usually from 58.2 µM), without a hit: top-dose activity change, negative = inhibition, most hits filed as inhibitors; AlphaScreen AMA1-biotinylated RON2 peptide binding; hit rate 0.2% among 360,000;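 note: potency is the fitted concentration of half-maximal effect; 0% = vehicle wells and -100% = peptide control; nearly all actives have a fitted effect of over 45% in size; some results filed as inactive show a strong effect at the top dose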
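AMA1 (3D7) with his tag at 25 nM final met compounds first, then biotinylated RON2 peptide at 25 nM; detection used donor plus acceptor beads, 10 µg/mL apiece, read by AlphaScreen after 30 min at room temperature.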
Sm TGR block: inhibitors of Schistosoma mansoni thioredoxin glutathione reductase; purified TGR, DTNB reduction, TNB absorbance 405 nm; Potency, µM (titrated, usually from 114 µM), for inactives: top-dose activity change, negative = inhibition, usual class: inhibitors; hit rate 3% among 360,000; Q962Y6; note: potency is the fitted concentration of half-maximal effect; nearly all actives have a fitted effect of over 60% in size
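Kinetic colorimetric format: TGR-catalysed, NADPH-driven DTNB reduction monitored via TNB absorbance. Enzyme dispensed at 20 nM; compound exposure 15 min at room temperature before reaction start.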
AmpC inh detg: inhibitors of E. coli AmpC beta-lactamase with detergent | AID 485294 | Potency, µM (doses to about 114 µM), for inactives: at the highest dose activity change, negative = inhibition, actives largely listed as inhibitors | AmpC hydrolysis of nitrocefin, absorbance 480 nm, 0.01% Triton | hit rate 0.041% among 370,000;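 note: potency is the fitted concentration of half-maximal effect; 0% = no-compound wells and -100% = no-enzyme wells; nearly all actives have a fitted effect of over 25% in size; some results filed as inactive show a strong effect at the top dose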
Target sequence (P00811 whole entry, looked up): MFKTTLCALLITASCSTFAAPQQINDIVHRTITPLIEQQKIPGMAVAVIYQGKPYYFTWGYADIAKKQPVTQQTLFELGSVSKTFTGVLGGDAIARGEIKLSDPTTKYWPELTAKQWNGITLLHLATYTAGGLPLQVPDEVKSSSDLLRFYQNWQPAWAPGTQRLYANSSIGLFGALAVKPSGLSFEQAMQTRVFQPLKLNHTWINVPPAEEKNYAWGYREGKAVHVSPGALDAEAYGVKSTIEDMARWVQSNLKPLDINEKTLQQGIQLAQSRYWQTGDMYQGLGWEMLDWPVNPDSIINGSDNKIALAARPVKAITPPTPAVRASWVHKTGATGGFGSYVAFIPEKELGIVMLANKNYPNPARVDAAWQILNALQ
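20 mM phosphate pH 7.0 + 0.01% (detergent screen) or 0.0001% Triton X-100; 5.3 nM AmpC reagent; cpd preinc 15 min RT; nitrocefin (800 uM stock) to start; A480 q20 s × 4 min; Activity was normalised to no-enzyme and no-compound control wells.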
HCMV antiviral: human cytomegalovirus inhibition; activity change, negative = inhibition, % at 57.5 µM; hit rate 4.5% among 410,000; HFF cells, HCMV-luciferase reporter, 72 h; hits give low values; in the data active = activity change below about -60%; inconclusive = no clear call, values can overlap the other calls; inactive = above about -39%
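Steps: HFFs plated, 16 h 37C; compounds added; HCMV-luciferase added to MOI 1 PFU/cell; 72 h 37C; OneGlo reagent, 5 min room temperature; luminescence read, normalized to controls.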
Tb PYK inh: blocks Trypanosoma brucei pyruvate kinase | hit rate 0.12% among 410,000 | AID 624173 | Potency, µM (top dose mostly 76.8 µM), inactives show at the highest dose activity, negative = inhibition, usual class: inhibitors | TbPYK enzyme, Kinase-Glo Plus ATP luminescence, 45 min; note: potency is the fitted concentration of half-maximal effect; nearly all actives have a fitted effect of over 50% in size
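Enzyme and substrate buffer are dispensed first and compound is pin-transferred. ADP at 130 uM final then starts the reaction, which runs 45 min at room temperature. Detection reagent is added for 10 min before luminescence is imaged.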
LmPK inh: LmPK (Leishmania mexicana) enzyme inhibition; Q27686; purified LmPK, Kinase-Glo ATP luminescence, 1 h; Potency, µM (highest dose often 57.5 µM), inactives show at the top dose activity change, negative = inhibition, hits mostly inhibitors; hit rate 0.37% among 290,000; AID 1721; note: potency is the fitted concentration of half-maximal effect
Target sequence (Q27686 whole entry, looked up): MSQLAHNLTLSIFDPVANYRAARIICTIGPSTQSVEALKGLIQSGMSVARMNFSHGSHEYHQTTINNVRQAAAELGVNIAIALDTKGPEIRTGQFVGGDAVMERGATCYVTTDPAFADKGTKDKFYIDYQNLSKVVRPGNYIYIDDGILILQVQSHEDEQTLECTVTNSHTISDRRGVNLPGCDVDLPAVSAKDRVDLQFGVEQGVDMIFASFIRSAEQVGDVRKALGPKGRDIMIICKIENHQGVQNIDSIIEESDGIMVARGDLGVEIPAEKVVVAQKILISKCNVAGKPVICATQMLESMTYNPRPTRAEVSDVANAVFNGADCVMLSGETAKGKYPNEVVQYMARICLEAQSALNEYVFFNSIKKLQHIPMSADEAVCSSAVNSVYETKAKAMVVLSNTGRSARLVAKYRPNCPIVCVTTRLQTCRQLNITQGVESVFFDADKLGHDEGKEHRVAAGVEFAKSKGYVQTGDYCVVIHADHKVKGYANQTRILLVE
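ATP generated from ADP (0.1 mM) and PEP (0.5 mM) by 0.1 nM LmPK over 1 h at room temperature (pH 7.2 imidazole buffer) was detected by coupled luciferase luminescence. Values were normalized to uninhibited and no-enzyme wells.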
AmpC inh no detg: AmpC beta-lactamase inhibition without detergent; AmpC nitrocefin hydrolysis, absorbance 480 nm, 0.0001% Triton; Potency, µM (highest dose often 57.1 µM), without a hit: top-dose activity change, negative = inhibition, most hits filed as inhibitors; hit rate 0.52% among 330,000; AID 485341;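 note: potency is the fitted concentration of half-maximal effect; plate controls were no compound for no effect and no enzyme for full effect; nearly all actives have a fitted effect of over 20% in size; some results filed as inactive show a strong effect at the top dose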
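AmpC (5.3 nM in the dispensed reagent) in 20 mM phosphate pH 7.0 with 0.01% (detergent screen) or 0.0001% Triton X-100 was preincubated with compounds for 15 min at room temperature. Nitrocefin was then added from an 800 uM solution, and hydrolysis was followed at 480 nm.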
* hit, by the source's call; ? = inconclusive; / = not tested or not shown; [ ] = dose if it differs, or a comment. Unless noted, calls come from the whole dose curve; as a rule, active = well fitted curve in the direction sought with a large enough effect; inconclusive = small, poorly fitted or top-dose-only effect, or another doubt; inactive = no such curve, though single readings can be large; an effect the other way counts as inactive or inconclusive. Unless noted, % is set by controls: 0 for no effect and ±100 for the full control effect.

SMILES	AMA1-RON2 inh	Sm TGR block	AmpC inh detg	HCMV antiviral	Tb PYK inh	LmPK inh	AmpC inh no detg
CCN(CC)C(=O)CSc1nnc([C@H](Cc2c[nH]c3ccccc23)NC(=O)OC(C)(C)C)o1	-8%	0%	-8%	3	-2%	-1%	90%[activator]
CCCN1C(=O)c2ccc(C(=O)NC3=NCCS3)cc2C1=O	35%[activator]	3%	-10%	-14	-2%	-7%	-2%
Cc1cccc(OCC(=O)Nc2ccc(N3CCN(C(=O)c4ccco4)CC3)cc2)c1C	-5%	2%[57.1 µM]	-10%	-10	-4%	0%	47%
COc1ccc(/C=C(\NC(=O)c2ccc(OC)cc2)C(=O)N2CCCCC2)cc1	11%	-19%	2%	-33	2%	5%	21%
C#CC1(O)CCC2C3CCC4=C/C(=N/OCC(=O)NCC(=O)NC(C(=O)O)C(C)C)CC[C@]4(C)C3CC[C@@]21C (some centres undefined)	6%	-14%	0%	73	8%	-2%	9%
CC(=O)N1CCc2cc(Br)cc(S(=O)(=O)N3CCC(C(=O)Nc4cccc(C)c4C)CC3)c21	/	-3%	7%	-14	-2%	/	/
CC(c1ccccc1)n1cc(C(=O)NCC2CCCO2)nn1 (centres undefined)	5%	-24%	-9%	16	1%	2%	-17%
Cc1ccc(OCC(=O)NC(C)c2ccccc2)cc1C (centres undefined)	-5%	?	5%	59	8%	0%	-6%
COc1ccc(CCN2CC(C(=O)N(C)Cc3cccnc3)CC2=O)cc1OC (centres undefined)	6%[11.6 µM]	-28%	-1%	-25	-2%	/	-3%
CCC(CO)Oc1cc(NCc2ccccc2)c2ncn(C(C)C)c2c1 (centres undefined)	-2%	/	/	?	-10%	/	125%[activator]
Cc1cc(C)cc(NC(=O)CCn2cnc3cc(C)c(C)cc32)c1	-5%	0%	-9%	-24	2%	13%	81%[activator]
COC(=O)c1ccc(COC(=O)CNC(=O)c2ccc(C)s2)cc1	0%	-7%	?	0	4%	/	-1%
COc1cccc(CNC(=O)[C@@H](C)N2C(=O)N3CCc4c([nH]c5ccc(OC)cc45)C3(C)C2=O)c1 (some centres undefined)	-22%	-15%	-10%	-32	-1%	0%	44%
CCN1CCN(c2nc(Nc3ccccc3)nc(N)c2[N+](=O)[O-])CC1	?	4%	2%	41	4%	-2%	-26%
Cc1ccc(S(=O)(=O)C(CNC(=O)COc2ccc(Cl)cc2)c2ccco2)cc1 (centres undefined)	/	?	-4%	-11	-1%	/	/
CCN(CC)CCN(C(=O)c1ccc2c(c1)CCCC2)c1nc2c(C)cccc2s1	-16%	-1%	2%	-29	-15%	-2%	-1%
COc1ccccc1-n1cnnc1SCC(=O)N1CCN(S(=O)(=O)c2ccccc2)CC1	-4%	6%	-12%	18	4%	6%	25%
O=S(=O)(NCc1ccc2c(c1)OCO2)c1ccc2c(c1)oc1ccccc12	2%	7%	?	-35	-4%	3%	-51%
CC1(c2nnc(-c3ccc(F)cc3)o2)CC(c2ccc(F)cc2)=NO1 (centres undefined)	20%	-3%	-7%	-15	7%	11%	56%
O=C(OCc1ccccc1)C1CCN(S(=O)(=O)c2cccs2)CC1	9%	/	/	10	-1%	/	/
CCCOc1ccc(-c2nc(C#N)c(NCC3CCCO3)o2)cc1 (centres undefined)	-7%	-10%	?	3	-3%	-4%	41%
CCC1CCCCN1Cc1c(O)ccc2c(=O)c(Oc3ccccc3Cl)c(C(F)(F)F)oc12 (centres undefined)	/	?	17%	?	2%	/	/
COc1ccc(-c2csc(C(O)c3cccc(OC)c3)n2)cc1 (centres undefined)	5%	/	/	-68*	1%	/	/
COc1ccc(NC(=O)CN(C)C(=O)c2ccc3ccccc3n2)cc1	0%	/	/	-4	1%	/	-12%
CC(=O)c1c(C)n(-c2cccc(Cl)c2)c2ccc(OC(=O)c3ccccc3)cc12	/	1%	9%	-7	1%	/	/

Additional structures follow.
SMILES	AMA1-RON2 inh	Sm TGR block	AmpC inh detg	HCMV antiviral	Tb PYK inh	LmPK inh	AmpC inh no detg
COc1ccc(C#Cc2cnc3c(c2)C(=O)N([C@@H](C)CO)C[C@@H](C)[C@@H](CN(C)CC2CCOCC2)O3)cc1	-7%	/	/	1	3%	/	/
COc1ccc(-c2ccc3c(c2)S(=O)(=O)c2cccc(C(=O)NC[C@@H]4CCCO4)c2C3=O)cc1OC	-20%	?	-8%	17	1%	/	121%[activator]
O=c1ccnc(SCc2ccccc2Cl)[nH]1	10%	-15%	?	-11	0%	-2%	-27%
Cc1ccc(C(=O)N2CCC(C)CC2)cc1C	-3%	?	?	12	1%	-3%	-4%
Nc1ccc(C(O)(C(F)(F)F)C(F)(F)F)cc1	20%	7%	-14%	54	-1%	2%	-12%
CCOC(=O)[C@]12Cc3cc(C)ccc3[C@H]1N(Cc1ccccc1)C(=O)c1cc(F)c(F)cc12	2%	/	/	-109*	1%	/	/
Cc1ccc2oc(=S)n(C)c2c1	-11%	0%	0%	42	2%	-6%	-9%
Nc1cc(C(=O)Nc2ccc(Cl)cc2)ccc1N1CC2CC(C1)c1cccc(=O)n1C2 (centres undefined)	-2%	-22%	2%	?	0%	3%	80%[activator]
COC(=O)c1ccc(NC(=O)C(=O)NCCc2csc(-c3ccc(F)cc3)n2)cc1	/	-8%	-8%	14	1%	/	/
O=C(C[n+]1cc[nH]c1)c1ccc(Cl)cc1	-4%	0%	-12%	-6	-7%	0%	-14%
COc1cc2c(cc1NC(=O)COC(=O)C(CCSC)NC(=O)c1ccccc1Cl)oc1ccccc12 (centres undefined)	9%	4%	5%	-16	-5%	-1%	3%
CCCCOc1ccccc1C1CC(=O)Nc2cc(OC)c(OC)cc21 (centres undefined)	/	-5%	1%	15	0%	/	/
CCCCc1c(O)nc2sccn2c1=O	3%	8%	1%	-16	-2%	4%	-10%
O=C(c1cccc([N+](=O)[O-])c1)N1CCCC(C(=O)N2CCc3ccccc3C2)C1 (centres undefined)	-10%	0%	-12%	-14	1%	-4%	33%
N#CC1=C(N)Oc2ccc3ccc(O)cc3c2C1c1cccnc1 (centres undefined)	-2%	0%	-5%	55	0%	11%	-47%
COCc1ccc(C(=O)N(C)CC2CCCN(CCc3ccccc3F)C2)o1 (centres undefined)	9%	-1%	-16%	-38	-4%	5%	-5%
COc1ccc(/C=C/c2nc(C#N)c(NCc3ccc(F)cc3)o2)cc1OC	/	-8%	-1%	9	1%	/	/
CCCCc1cc(=O)oc2cc(C)cc(OC(C)C(=O)NCc3cccnc3)c12 (centres undefined)	-6%	-2%	-2%	-18	-2%	3%	231%[activator]
O=[N+]([O-])c1ccc(Cl)c(S(=O)(=O)Nc2ccc(S(=O)(=O)N3CCOCC3)cc2)c1	-6%	8%	-12%	3	0%	4%	-24%
CSc1nc2sc3c(c2c(=O)[nH]1)CCC3	3%[2.32 µM]	-20%	?	-39	-2%	-3%	-12%
N#Cc1c(-c2ccco2)cc(-c2cccnc2)nc1N	-6%	11µM*	-11%	62	-7%	-1%	-14%
CCOc1ccccc1CNC(=O)Cc1ccc(NC(=O)N2CCCCc3ccccc32)cc1	/	6%	16%	28	-3%	/	/
O=C(COc1ccc(Br)cc1)N(Cc1nnc(-c2ccccc2Cl)o1)C1CC1	26%	/	/	-20	3%	/	/
CS(=O)(=O)N1CCN(C(=O)c2ccc(F)cc2)CC1	11%	4%	?	43	-2%	1%	-22%
CC(C)CCC(C(=O)NC(C)c1ccccc1)C(=O)NC(C)c1ccccc1 (centres undefined)	3%	7%	-11%	-19	-1%	7%	-10%

Some of the entries so far, with bars between the fields:
mol | AMA1-RON2 inh | Sm TGR block | AmpC inh detg | HCMV antiviral | Tb PYK inh | LmPK inh | AmpC inh no detg
O=S(=O)(NCc1ccc2c(c1)OCO2)c1ccc2c(c1)oc1ccccc12 | 2% | 7% | ? | -35 | -4% | 3% | -51%
COc1ccc(-c2csc(C(O)c3cccc(OC)c3)n2)cc1 (centres undefined) | 5% | / | / | -68* | 1% | / | /
CCCOc1ccc(-c2nc(C#N)c(NCC3CCCO3)o2)cc1 (centres undefined) | -7% | -10% | ? | 3 | -3% | -4% | 41%
CCC(CO)Oc1cc(NCc2ccccc2)c2ncn(C(C)C)c2c1 (centres undefined) | -2% | / | / | ? | -10% | / | 125%[activator]

The list continues.
SMILES	AMA1-RON2 inh	Sm TGR block	AmpC inh detg	HCMV antiviral	Tb PYK inh	LmPK inh	AmpC inh no detg
COc1ccc(Br)cc1CSC(=N)N	4%	0%	-6%	?	-5%	0%	-30%
C=CCNc1ncnc2c1ncn2[C@H]1CN(Cc2cc(OC)c(OC)c(OC)c2)C[C@@H](CO)O1	10%	/	/	26	-5%	/	/
CCCCNc1c([N+](=O)[O-])ncn1C	21%	14%	1%	-12	-1%	2%	-10%
COc1ccc(N(CC(=O)NCCSCc2ccc(C)cc2)S(=O)(=O)c2ccccc2)cc1	-6%	?	?	-28	-13%	-3%	-9%
CCN(CC(=O)Nc1ccc(NC(C)=O)cc1)C(=O)CCCOc1cccc(C)c1	-11%	3%	-5%	-21	5%	/	6%
O=C(O)c1cccc(N/N=C/c2cc(Br)cc(Br)c2O)c1	-7%	-8%	-6%	62	-15%	2%	-14%
CN(C(=O)c1cccc(NC(=O)Cc2ccc(NC(=O)C3CCN(C(=O)CCc4ccccc4)CC3)cc2)c1)C1CC1	-7%	/	/	4	0%	/	/
O=C(Nc1ccc(Nc2ccccc2)cc1)c1ccc(Cl)c([N+](=O)[O-])c1	?	0%	?	-31	-12%	0%	-39%
COc1cc(OC)c(OC)cc1CNCCc1ccc2c(c1)OCO2	?	40µM*	?	39	0%	0%	-23%
COc1ccc(C2C=C(c3ccc(Br)cc3)Nc3nc(NS(C)(=O)=O)nn32)cc1 (centres undefined)	/	22µM*	3%	/	/	0%	-24%
O=C(NC12CC3CC(CC(C3)C1)C2)N1CCCC(CO)C1 (centres undefined)	-2%	-5%	-7%	?	2%	1%	-6%
Oc1ccc(Cl)cc1N=Nc1ccccc1	?	-22%	3%	-13	2%	-3%	-4%
COc1cc(C2C(C(=O)c3cccs3)=C(O)C(=O)N2c2cc(C)on2)ccc1O (centres undefined)	0%	-12%	?	70	-3%	-2%	-27%
CCOC(=O)C1CCCN(C(=O)CSc2nc(C)cc(C)n2)C1 (centres undefined)	-3%	-19%	-4%	-13	2%	0%	30%
CCOc1ccc(CCNC(=O)CS(=O)(=O)Cc2nc(-c3cccc(Cl)c3)oc2C)cc1	/	-32%	6%	-32	2%	/	/

High-throughput results: PubChem BioAssay, National Center for Advancing Translational Sciences (NCATS)

Hits appear at their usual frequency, and some 7.4% of all compounds hit somewhere here.
